BAZ2B inh = inhibitors of human BAZ2B bromodomain; AlphaScreen BAZ2B-H3K14Ac peptide displacement; Potency, µM (top dose mostly 114 µM), for inactives: top-dose activity change, negative = inhibition, most hits filed as inhibitors; actives 4.4% (n = 360,000); AID 504333; further: on the % scale 0 is the no-effect control and ±100 the full control effect; nearly all actives have a fitted effect of over 60% in size
Target sequence (Q9UIF8 whole entry, looked up): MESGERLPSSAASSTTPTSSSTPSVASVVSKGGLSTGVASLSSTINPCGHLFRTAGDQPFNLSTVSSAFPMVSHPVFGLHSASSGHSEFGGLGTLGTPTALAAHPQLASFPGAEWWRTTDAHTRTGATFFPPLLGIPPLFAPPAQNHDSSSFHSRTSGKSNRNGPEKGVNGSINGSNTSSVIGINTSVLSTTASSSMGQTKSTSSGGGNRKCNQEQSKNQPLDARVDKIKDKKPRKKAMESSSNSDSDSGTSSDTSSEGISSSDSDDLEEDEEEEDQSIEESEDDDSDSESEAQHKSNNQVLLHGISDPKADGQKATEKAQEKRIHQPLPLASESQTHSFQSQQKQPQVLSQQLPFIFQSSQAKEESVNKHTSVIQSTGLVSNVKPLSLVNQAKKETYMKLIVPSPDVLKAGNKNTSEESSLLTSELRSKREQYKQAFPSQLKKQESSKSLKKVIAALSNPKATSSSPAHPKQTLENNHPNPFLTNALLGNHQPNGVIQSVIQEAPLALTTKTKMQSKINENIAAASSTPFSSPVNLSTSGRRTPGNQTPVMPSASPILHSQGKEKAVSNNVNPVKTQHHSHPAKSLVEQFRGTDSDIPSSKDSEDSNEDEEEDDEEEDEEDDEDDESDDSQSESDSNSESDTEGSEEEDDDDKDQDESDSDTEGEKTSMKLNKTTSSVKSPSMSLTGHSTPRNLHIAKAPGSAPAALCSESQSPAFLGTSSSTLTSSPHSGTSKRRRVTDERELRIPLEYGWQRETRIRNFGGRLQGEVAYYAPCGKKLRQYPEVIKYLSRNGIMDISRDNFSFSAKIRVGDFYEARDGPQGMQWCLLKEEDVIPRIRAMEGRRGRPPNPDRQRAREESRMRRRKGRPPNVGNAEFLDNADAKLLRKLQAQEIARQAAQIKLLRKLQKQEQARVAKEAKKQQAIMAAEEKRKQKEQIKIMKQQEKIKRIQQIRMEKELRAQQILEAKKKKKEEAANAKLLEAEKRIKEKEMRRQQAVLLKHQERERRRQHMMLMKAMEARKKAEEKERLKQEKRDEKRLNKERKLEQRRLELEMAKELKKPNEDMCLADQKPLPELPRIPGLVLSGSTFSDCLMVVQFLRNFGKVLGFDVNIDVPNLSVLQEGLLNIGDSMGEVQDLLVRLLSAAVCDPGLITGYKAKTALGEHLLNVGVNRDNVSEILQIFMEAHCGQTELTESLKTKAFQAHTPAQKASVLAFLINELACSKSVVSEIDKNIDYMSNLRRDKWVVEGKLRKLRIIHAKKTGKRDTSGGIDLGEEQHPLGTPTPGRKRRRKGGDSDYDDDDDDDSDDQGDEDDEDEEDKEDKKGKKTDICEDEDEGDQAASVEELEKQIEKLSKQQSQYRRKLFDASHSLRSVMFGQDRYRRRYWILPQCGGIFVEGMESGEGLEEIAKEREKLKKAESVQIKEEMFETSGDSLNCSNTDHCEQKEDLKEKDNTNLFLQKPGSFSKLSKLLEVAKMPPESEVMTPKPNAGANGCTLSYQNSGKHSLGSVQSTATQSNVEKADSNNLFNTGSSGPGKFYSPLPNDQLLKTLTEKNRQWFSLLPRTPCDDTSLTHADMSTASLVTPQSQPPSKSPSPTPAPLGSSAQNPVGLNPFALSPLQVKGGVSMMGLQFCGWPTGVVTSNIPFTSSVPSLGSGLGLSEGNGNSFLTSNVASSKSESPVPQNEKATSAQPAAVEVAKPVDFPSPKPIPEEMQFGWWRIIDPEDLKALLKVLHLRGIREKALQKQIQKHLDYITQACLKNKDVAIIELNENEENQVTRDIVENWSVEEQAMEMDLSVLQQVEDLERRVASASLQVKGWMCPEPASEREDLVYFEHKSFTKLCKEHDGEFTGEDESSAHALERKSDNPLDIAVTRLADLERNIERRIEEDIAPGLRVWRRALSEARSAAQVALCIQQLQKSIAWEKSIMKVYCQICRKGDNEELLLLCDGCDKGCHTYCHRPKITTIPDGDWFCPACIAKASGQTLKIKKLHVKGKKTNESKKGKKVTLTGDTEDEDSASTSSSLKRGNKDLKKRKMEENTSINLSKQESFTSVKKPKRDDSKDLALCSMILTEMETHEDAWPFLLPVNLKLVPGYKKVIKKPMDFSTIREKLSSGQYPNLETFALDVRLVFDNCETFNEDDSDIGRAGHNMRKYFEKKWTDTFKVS
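AlphaScreen displacement of biotin-H3(5-23)K14Ac peptide (50 nM final) from BAZ2B (50 nM final) in PBS pH 7.4, 0.01% Tween-20; complex preformed 30 min RT, then compounds (top 110 uM) 30 min RT, beads 20 min dark.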
Apoferritin bind = candidate novel general anesthetic via apoferritin binding. apoferritin/1-aminoanthracene competitive binding, fluorescence. Potency, µM (top dose mostly 77.5 µM), inactives show at the highest dose activity change, negative = displacement, hits mostly inhibitors. P02791. actives 0.074% (n = 350,000). AID 485281; further: on the % scale 0 is the no-effect control and ±100 the full control effect; nearly all actives have a fitted effect of over 20% in size
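Apoferritin-based anesthetic binding model; compound displacement of fluorescent 1-AMA measured as endpoint fluorescence after 10 minutes at room temperature, scaled to free-ligand and complex controls.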
POLH inh = inhibitors of human DNA polymerase eta; Q9Y253; recombinant Pol eta, fluorescent DNA replication assay; Potency, µM (titrated, usually from 114 µM), inactives show top-dose activity change, negative = inhibition, usual class: inhibitors; actives 1.2% (n = 390,000); AID 588591; further: on the % scale 0 is the no-effect control and ±100 the full control effect
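Pol eta (10 nM) was preincubated with compounds for 15 min at room temperature, after which fluorescent replication substrate (50 nM final) was added to start the reaction. Fluorescence was read kinetically at 0 and 10 min.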
POLK inh = inhibitors of human DNA polymerase kappa | actives 0.53% (n = 400,000) | Potency, µM (titrated, usually from 107 µM), inactives show top-dose activity, negative = inhibition, actives largely listed as inhibitors | Q9UBT6 | purified Pol kappa, fluorescent DNA synthesis assay, 10 min | AID 588579; further: on the % scale 0 is the no-effect control and ±100 the full control effect
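10 nM Pol kappa preincubated 15 min at room temperature with compounds, then reaction started with substrate at 50 nM final. Fluorescence read kinetically at 0 and 10 min; buffer-only wells served as negative control.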
POLB inh = inhibitors of human DNA polymerase beta; P06746; actives 1.3% (n = 340,000); Potency, µM (doses to about 114 µM), without a hit: at the top dose activity change, negative = inhibition, hits mostly inhibitors; AID 485314; Pol beta primer extension/strand displacement, fluorescence kinetic; further: on the % scale 0 is the no-effect control and ±100 the full control effect
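Homogeneous kinetic assay of primer extension and strand displacement by 10 nM Pol beta, preincubated 15 min at room temperature with compound before 50 nM substrate (final) was added. Read at 0 and 10 min; four-parameter Hill fit.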
G9a block = G9a (human) methyltransferase inhibition | actives 8.8% (n = 350,000) | AID 504332 | Potency, µM (series often up to 102 µM), for inactives: at the highest dose activity, negative = inhibition, hits mostly inhibitors | G9a H3K9 monomethylation, AlphaScreen, 2 h | Q96KQ7; further: on the % scale 0 is the no-effect control and ±100 the full control effect; nearly all actives have a fitted effect of over 75% in size
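Readings reflect AlphaScreen signal from monomethyl-H3K9 antibody detection. HMT at 20 nM; substrate b-H3K9 500 nM; cofactor SAM 20 uM; 2 h RT reaction; compounds tested as titrations in qHTS with 15 min preincubation.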
APE1 inh = blocks human APE1 abasic DNA cleavage; recombinant APE1, TAMRA/BHQ-2 abasic DNA cleavage fluorescence; Potency, µM (titrated, usually from 65.8 µM), for the others: at the highest dose activity change, negative = inhibition, most hits filed as inhibitors; actives 0.35% (n = 350,000);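 further: plate controls were vehicle for no effect and reference inhibitor for full effect; nearly all actives have a fitted effect of over 55% in size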
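Compound pre-exposure to 0.75 nM APE1, 15 min at ambient temperature. Reaction initiated with 50 nM TAMRA/BHQ-2 THF substrate, read immediately in kinetic mode, 525 nm excitation, 598 nm emission.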
Pol iota inh = DNA polymerase iota (human) inhibition; Q9UNA4; Potency, µM (series often up to 115 µM), inactives show top-dose activity, negative = inhibition, actives largely listed as inhibitors; actives 1% (n = 390,000); AID 588590; Pol iota fluorescent replication assay, 10 min
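Fluorescent replication assay read twice, at 0 min and 10 min after adding 50 nM (final) substrate. Enzyme (10 nM) and compounds were first incubated 15 min at room temperature; enzyme-free buffer wells were negative controls.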
BLM helicase inh = inhibitors of human Bloom syndrome helicase BLM; recombinant BLM DNA unwinding, fluorescence dequenching; Potency, µM (highest dose often 56.1 µM), for inactives: at the top dose activity change, negative = inhibition, most hits filed as inhibitors; actives 0.2% (n = 350,000); AID 2528;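 further: plate controls were vehicle for no effect and no enzyme for full effect; nearly all actives have a fitted effect of over 35% in size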
The depositor's hits bear a star; [ ] = remark or other dose. The call rests on the fitted dose curve; in most records, active means well fitted curve in the direction sought with a large enough effect; inconclusive means small, poorly fitted or top-dose-only effect, or another doubt; inactive means no such curve, though single readings can be large; an effect the other way counts as inactive or inconclusive. Potency means the concentration at half of the fitted maximal effect.

Screening Cc1ccc(NC(=O)CSc2n[nH]c(-c3ccncc3)n2)cc1 returned BAZ2B inh -22%, Apoferritin bind -13%, POLH inh -16%, POLK inh -7%, POLB inh 1%, G9a block -47%[59 µM], APE1 inh 2%, Pol iota inh 18% and BLM helicase inh 3%.
For O=C(Nc1cc(-c2nc3cc(Cl)ccc3o2)ccc1Cl)c1cccs1 the results were BAZ2B inh -21%, Apoferritin bind -2%, POLH inh -4%, POLK inh -19%, POLB inh 24%, G9a block -2%[59 µM], Pol iota inh 8% and BLM helicase inh 0%.
For COc1ccccc1Nc1nc(N)nc(CSC(=S)N2CCCCC2)n1 the results were BAZ2B inh -25%, Apoferritin bind -8%, POLH inh -14%, POLK inh -3%, POLB inh -2%, G9a block 13%[12.7 µM], APE1 inh -10%, Pol iota inh 1% and BLM helicase inh -12%.
For CCCN(C(=O)c1cccc(S(=O)(=O)N2CCCc3ccccc32)c1)C1CCS(=O)(=O)C1 (stereo unspecified) the results were BAZ2B inh -16%, POLH inh -18%, POLK inh -2%, G9a block 5%[12.7 µM], APE1 inh 38% and Pol iota inh 28%.
For Cc1ccc2c(c1)C(=O)N1[C@H]3c4cc(Br)ccc4OC[C@@H]3[C@H](c3ccccc3)[C@]1(C)C(=O)N2 the results were POLH inh -19%, POLK inh 4%, APE1 inh 11% and Pol iota inh 13%.
`COc1cc(NC(=O)c2ccccc2F)ccc1NC(=O)c1cc2ccccc2o1` gave BAZ2B inh 5%, Apoferritin bind 3%, POLH inh -4%, POLK inh 0%, POLB inh 9%, G9a block 5%, APE1 inh 9%, Pol iota inh -17% and BLM helicase inh -4%.
`CCCn1c(=O)[nH]c(=O)c2c1nc(-c1ccc(C#N)cc1)n2CCOC` gave BAZ2B inh 1%, Apoferritin bind -6%, POLH inh -12%, POLK inh -2%, POLB inh 32%, G9a block inconclusive, APE1 inh 21%, Pol iota inh 25% and BLM helicase inh -4%.
`Fc1cccc(CSc2nnc3ccc(-c4ccncc4)nn23)c1` gave Apoferritin bind -11%, POLH inh -11%, POLK inh -8%, POLB inh 0%, G9a block -33%, APE1 inh -5%, Pol iota inh -8% and BLM helicase inh 5%.
Screening CC1CC(C)CN(S(=O)(=O)c2ccc(C(=O)NCc3ccc4c(c3)OCO4)cc2)C1 (stereo unspecified) returned BAZ2B inh 5%, Apoferritin bind inconclusive, POLH inh 1%, POLK inh -24%, POLB inh -3%, G9a block 7%[59 µM], APE1 inh 5%, Pol iota inh 5% and BLM helicase inh -12%.
O=C(c1cc2c(s1)CCCC2)N1CCN(c2ccccc2)CC1 was read as BAZ2B inh -12%, Apoferritin bind -17%, POLH inh -6%, POLK inh -17%, POLB inh -5%, G9a block inconclusive, APE1 inh -8%, Pol iota inh 23% and BLM helicase inh -2%.
CC(C)NC(=O)c1cc2n(n1)C(C(F)(F)F)CC(c1ccco1)N2 (stereo unspecified) was read as BAZ2B inh -5%, Apoferritin bind -6%, POLH inh -11%, POLK inh -12%, POLB inh 14%, G9a block 0%, APE1 inh 0%, Pol iota inh 1% and BLM helicase inh -2%.
`Nc1c(C(=O)N2CCCC2)sc2nc3c(cc12)CCCCCC3` gave BAZ2B inh 6%, Apoferritin bind -11%, POLH inh -5%, POLK inh -5%, POLB inh 1%, G9a block inconclusive, APE1 inh 6%, Pol iota inh 119%[activator] and BLM helicase inh -4%.
CC1CCCCN1C(=O)c1ccc(COc2ccc([N+](=O)[O-])cc2)o1 (stereo unspecified) was read as BAZ2B inh inconclusive, Apoferritin bind inconclusive, POLH inh -14%, POLK inh -16%, POLB inh 2%, G9a block -1%[59 µM], APE1 inh 2%, Pol iota inh 39%[activator] and BLM helicase inh 1%.
For Cn1ncc(Cl)c1C(=O)Nc1cccc(Cl)c1 the results were BAZ2B inh 13%, Apoferritin bind -16%, POLH inh -3%, POLK inh -15%, POLB inh 25%, G9a block 2.8µM*, APE1 inh 5%, Pol iota inh 33%[activator] and BLM helicase inh -12%.
CCn1c(SCC(=O)Nc2ccc(C(C)=O)cc2)nc2c([nH]c3ccccc32)c1=O was read as BAZ2B inh -3%, Apoferritin bind -2%, POLH inh 8%, POLK inh 12%, POLB inh inconclusive, G9a block 10%, APE1 inh -6%, Pol iota inh 12% and BLM helicase inh -6%.
Cc1oc(S(=O)(=O)N2CCCC2)cc1C(=O)Nc1ccc(F)cc1 was read as BAZ2B inh -3%, Apoferritin bind -1%, POLH inh 3%, POLK inh -5%, POLB inh -1%, APE1 inh -1%, Pol iota inh -7% and BLM helicase inh -3%.
CC(C(=O)NCc1ccccc1)n1cc([N+](=O)[O-])cn1 (stereo unspecified) was read as BAZ2B inh 5%, Apoferritin bind -6%, POLH inh -15%, POLK inh 4%, POLB inh 23%, G9a block -4%, APE1 inh -9%, Pol iota inh 24% and BLM helicase inh -3%.
`O=[N+]([O-])c1cccc(C2=N[C@@H](Cc3ccccc3)CO2)c1` gave Apoferritin bind -19%[110 µM], POLK inh -14%, G9a block inconclusive, APE1 inh -6% and BLM helicase inh 0%[75.6 µM].
Screening CCCCn1c2ccc(F)cc2c2nnc(NN)nc21 returned BAZ2B inh -24%, Apoferritin bind -23%, POLH inh 5%, POLK inh 0%, POLB inh 12%, G9a block 50µM*, APE1 inh -1%, Pol iota inh 11% and BLM helicase inh 3%.
`Cc1ccc(-c2cc(-c3ccccc3)c3c(N)c(S(C)(=O)=O)sc3n2)cc1` gave BAZ2B inh -12%, Apoferritin bind inconclusive, POLH inh -12%, POLK inh -21%, POLB inh -19%, G9a block inconclusive, APE1 inh 0%, Pol iota inh 11% and BLM helicase inh -5%.

3 structures from above, sorted by length of the SMILES, ascending.
`Nc1c(C(=O)N2CCCC2)sc2nc3c(cc12)CCCCCC3` gave BAZ2B inh 6%, Apoferritin bind -11%, POLH inh -5%, POLK inh -5%, POLB inh 1%, G9a block inconclusive, APE1 inh 6%, Pol iota inh 119%[activator] and BLM helicase inh -4%.
For COc1ccccc1Nc1nc(N)nc(CSC(=S)N2CCCCC2)n1 the results were BAZ2B inh -25%, Apoferritin bind -8%, POLH inh -14%, POLK inh -3%, POLB inh -2%, G9a block 13%[12.7 µM], APE1 inh -10%, Pol iota inh 1% and BLM helicase inh -12%.
CC1CCCCN1C(=O)c1ccc(COc2ccc([N+](=O)[O-])cc2)o1 (stereo unspecified) was read as BAZ2B inh inconclusive, Apoferritin bind inconclusive, POLH inh -14%, POLK inh -16%, POLB inh 2%, G9a block -1%[59 µM], APE1 inh 2%, Pol iota inh 39%[activator] and BLM helicase inh 1%.

Following part:
For O=C(CSc1nn(-c2ccc(F)cc2)c(=S)s1)N1CCN(C(=O)c2ccco2)CC1 the results were BAZ2B inh 0%, Apoferritin bind inconclusive, POLH inh -8%, POLK inh -2%, POLB inh -1%, G9a block -6%, APE1 inh 0%, Pol iota inh -10% and BLM helicase inh 2%.
Screening CC1CCC/C(=N/NC(=O)c2ccccc2-n2cccc2)C1 (stereo unspecified) returned BAZ2B inh -7%, Apoferritin bind -8%, POLH inh -10%, POLK inh -16%, POLB inh 33%, G9a block 1%[59 µM], APE1 inh 3%, Pol iota inh 45%[activator] and BLM helicase inh -1%.
Cc1cc(C)c(C#N)c(Oc2ccccc2)n1 was read as BAZ2B inh 1%, Apoferritin bind -19%, POLH inh -18%, POLK inh -15%, POLB inh 9%, G9a block 48%[12.7 µM], APE1 inh -1%, Pol iota inh 7% and BLM helicase inh 0%.
For Cc1ccccc1NC(=O)c1ccc(N/N=C/c2ccccc2O)c([N+](=O)[O-])c1 the results were BAZ2B inh -2%, Apoferritin bind -7%, POLH inh -6%, POLK inh -4%, POLB inh 29%, APE1 inh -2%, Pol iota inh 7% and BLM helicase inh 0%.
`CCOC(=O)c1cccc(Nc2cc(-c3ccccc3)ncn2)c1` gave BAZ2B inh 50µM*, Apoferritin bind 41%[activator], POLH inh -24%, POLK inh -17%, POLB inh -1%, G9a block 16µM*, Pol iota inh -6% and BLM helicase inh -17%.
Screening CCN1C2=NCCCN2c2cc(C)c(C)cc21 returned BAZ2B inh 13%, Apoferritin bind -9%, POLH inh -7%, POLK inh -12%, POLB inh 11%, G9a block -19%[59 µM], APE1 inh 1%, Pol iota inh 10% and BLM helicase inh -4%.
Screening CN(c1nc2ccccc2n2c(-c3ccco3)nnc12)S(=O)(=O)c1ccccc1 returned BAZ2B inh -34%, Apoferritin bind -7%, POLH inh -9%, POLK inh -8%, POLB inh 12%, G9a block -40%, APE1 inh 4%, Pol iota inh 7% and BLM helicase inh 0%.
`CCn1c(=O)c2cc(C(=O)NCCc3cc(OC)ccc3OC)sc2c2ccccc21` gave BAZ2B inh -26%, Apoferritin bind -4%, POLH inh -10%, POLK inh -19%, POLB inh -29%, G9a block inconclusive, Pol iota inh 7% and BLM helicase inh -2%.
For O=C1CCCc2nc(N3CCN(c4ccccc4)CC3)ncc21 the results were BAZ2B inh 4%, Apoferritin bind -10%, POLH inh 3%, POLK inh -10%, POLB inh 3%, G9a block 29%, APE1 inh -11%, Pol iota inh 7% and BLM helicase inh -1%.
CC(C)(C)OC(=O)N1CCC(c2c(C(=O)NCCN3CCCC3)cnn2-c2ccc(Cl)cc2)CC1 was read as BAZ2B inh 11%[57.1 µM], Apoferritin bind inconclusive, POLH inh -13%, POLK inh 0%, POLB inh 9%, G9a block -7%[59 µM], Pol iota inh 36%[activator] and BLM helicase inh 3%.
C=CCN(CC=C)C(=O)C1CCC(C(=O)N(CC=C)CC=C)CC1 (stereo unspecified) was read as BAZ2B inh 49%[activator], Apoferritin bind 11%, POLH inh -12%, POLK inh -11%, POLB inh -22%, G9a block -4%[59 µM], APE1 inh -2%, Pol iota inh -13% and BLM helicase inh -1%.
`Cc1cc(C)c2sc(N(CCCN(C)C)C(=O)c3ccc(S(=O)(=O)N4CCCc5ccccc54)cc3)nc2c1` gave BAZ2B inh 11µM*, POLH inh -9%, POLK inh 9%, G9a block 45µM*, APE1 inh -2% and Pol iota inh -5%.
Cc1cc(C)nc(/N=C(\N)N2CCCCC2)n1 was read as BAZ2B inh 4%, Apoferritin bind -3%, POLH inh -14%, POLK inh -19%, POLB inh 18%, APE1 inh 12%, Pol iota inh -21% and BLM helicase inh -3%.

Assay outcomes deposited in PubChem BioAssay by National Center for Advancing Translational Sciences (NCATS).

This is a subset. The share of hits here may be higher or lower than overall.
